Compound activity (PubChem)
TRb SRC2 PPI = TRbeta-SRC2 interaction inhibition | P10828 | TRbeta-SRC2 peptide binding, fluorescence polarization; receptor liganded with 1 µM T3 | AID 1469 | Potency, µM (top dose mostly 106 µM), for inactives: at the highest dose activity change, negative = inhibition, actives largely listed as inhibitors | actives 0.065% (n = 280,000);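 also: plate controls were bound peptide for no effect and peptide without receptor for full effect; nearly all actives have a fitted effect of over 50% in size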
Target sequence (P10828 whole entry, looked up): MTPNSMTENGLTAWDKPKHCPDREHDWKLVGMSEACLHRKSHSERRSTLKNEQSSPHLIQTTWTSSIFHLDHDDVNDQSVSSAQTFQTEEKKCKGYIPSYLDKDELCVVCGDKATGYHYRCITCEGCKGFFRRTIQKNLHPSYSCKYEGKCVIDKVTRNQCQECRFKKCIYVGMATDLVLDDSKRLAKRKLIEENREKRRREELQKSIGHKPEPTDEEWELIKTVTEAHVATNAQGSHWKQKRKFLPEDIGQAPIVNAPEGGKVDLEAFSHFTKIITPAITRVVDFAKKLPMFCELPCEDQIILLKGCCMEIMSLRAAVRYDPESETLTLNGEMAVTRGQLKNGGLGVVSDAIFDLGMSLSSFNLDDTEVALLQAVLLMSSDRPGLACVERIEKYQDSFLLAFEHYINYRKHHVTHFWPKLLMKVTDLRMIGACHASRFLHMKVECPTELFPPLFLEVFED
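TRb LBD 0.6 uM + Texas Red SRC2 peptide 20 nM, 1 uM T3, Tris buffer w/ 5% DMSO; compound pinned, 5 h RT; FP read ex 555/em 632; normalized to unbound and bound controls.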
TexasRed fluor = alters Texas Red total fluorescence, flagging assay interference. Potency, µM (series often up to 106 µM), for the others: at the top dose fluorescence change, negative = quenching. TRb/SRC2 Texas Red total fluorescence interference. AID 1479. actives 0.29% (n = 280,000); active = well fitted curve in either direction with a large enough effect; inconclusive = small, poorly fitted or top-dose-only effect
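Human TRβ ligand-binding domain (0.6 uM) and Texas Red SRC2 peptide (20 nM) in Tris buffer with 1 uM T3 and 5% DMSO were incubated with pinned compound for 5 hr at ambient temperature. Total fluorescence was computed as S + 2P (555/632 nm).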
GAA glycogen = GAA glycogen-cleavage inhibition or activation; Potency, µM (series often up to 76.4 µM), without a hit: top-dose activity change, negative = inhibition, most hits filed as inhibitors; recombinant GAA, glycogen substrate, Amplex Red glucose oxidase fluorescence; actives 0.38% (n = 300,000);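 also: 0% = full enzyme reaction and -100% = no-enzyme basal signal; the screen sought inhibitors and activators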
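qHTS, 1536-well; enzyme 4 nM final; cpd up to 77 uM; substrate bovine liver glycogen 30 ug; 50 mM citrate/phosphate pH 5.0, 0.01% Tween-20; 37 C, 40 min; Amplex Red detection 45 min RT; Hill fit → AC50.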
* marks the source's active call; other numbers are inactive results; u = inconclusive; & = joins results of further samples; [ ] = another dose, or the depositor's remark. Unless noted, calls follow the shape of the dose curve; as a rule, active = well fitted curve in the direction sought with a large enough effect; inconclusive = small, poorly fitted or top-dose-only effect, or another doubt; inactive = no such curve, though single readings can be large; an effect the other way counts as inactive or inconclusive. Unless noted, % is scaled to controls: 0 for no effect and ±100 for the full control effect; potency is read from the fitted curve at half-maximal effect.

no.	smiles	TRb SRC2 PPI	TexasRed fluor	GAA glycogen
1	Cc1c(C(=O)N(Cc2ccccc2F)C2CCS(=O)(=O)C2)oc2ccc(F)cc12 (stereo unspecified)	-15%	6%	-6%[76.3 µM]
2	CCOC(=O)COc1cc(C)c(Cl)cc1C(=O)c1ccn2nc(-c3ccc(OC)cc3)cc2n1	2%	-2%	0%[76.3 µM]
3	O=C(CCCn1c(=O)[nH]c2ccsc2c1=O)N1CCN(c2ccc(Cl)cc2)CC1	-2%	-1%	3%[76.3 µM]
4	Cc1cc(C)c2c(n1)SCC(=O)N2CC(=O)Nc1ccccc1C	4%	-2%	17%[76.3 µM]
5	CN(C)S(=O)(=O)c1ccc(C(=O)NCCSc2c(-c3ccc(Cl)cc3)[nH]c3ccccc23)cc1	-1%	-1%	9%[76.3 µM]
6	O=S(=O)(c1ccccc1)c1nnn2c1nc(NC1CCCCCC1)c1sccc12	1%	-2%	14%[76.3 µM]
7	Cc1ccccc1CNCCSc1nnnn1-c1ccccc1	2%	0%	-9%[76.3 µM]
8	Cc1cccc(-n2c(-c3ccco3)nc3c(cnn3-c3ccccc3C)c2=O)c1	4%	-1%	-7%[76.3 µM]
9	CCCC(C(=O)NCc1cccc(Cl)c1)N1Cc2ccccc2C1=O (stereo unspecified)	6%	-11%	8%[76.3 µM]
10	Cc1cccc(C)c1Nc1c(-c2ccccn2)nc2ccc(Cl)cn12	4%	1%	u
11	CCCN1CCN(C(=O)Cn2ncc3c4ccccc4n(Cc4cccc(Cl)c4)c3c2=O)CC1	1%	0%	12%[76.3 µM]
12	CCc1ccccc1NC(=O)CCC(=O)N1CC(C)Oc2ccc(C)cc21 (stereo unspecified)	9%	-2%	-6%[76.3 µM]
13	O=C(NCCc1ccc(Cl)cc1)c1ccc2c(c1)N(Cc1ccc(F)cc1Cl)C(=O)CS2	0%	0%	0%[76.3 µM]
14	Cc1nn(-c2ccc(N3CCOCC3)nn2)c(C)c1CCC(=O)NCc1ccc(F)cc1	0%	2%	5%[76.3 µM]
15	Cc1cc2c(cc1S(=O)(=O)Nc1cccc(C(F)(F)F)c1)OCCN2C	1%	7%	-2%[76.3 µM]
16	Cc1cccc(N2CCN(C(=O)Nc3ccc(F)cc3)CC2C)c1 (stereo unspecified)	-1%	-1%	3%[76.3 µM]
17	COc1ccc(-c2nc(Cn3c(SCc4ccc(F)cc4)nc4cccnc43)c(C)o2)cc1	1%	6%	10%[76.3 µM]
18	O=C(Nc1ccc2nc(SCCOc3ccccc3Cl)sc2c1)c1cccs1	7%	9%	7%[76.3 µM]
19	COc1ccc(C2C=C(c3ccccc3)Nc3nc(NC(=O)/C=C/c4ccccc4OC)nn32)cc1 (stereo unspecified)	4%	-2%	-7%[76.3 µM]
20	O=c1c2sc3ccccc3c2n(Cc2cccc(F)c2)c(=O)n1CCc1ccccc1	5%	2%	-11%[76.3 µM]

Shown screen by screen: part of the list above.
(1) Cc1c(C(=O)N(Cc2ccccc2F)C2CCS(=O)(=O)C2)oc2ccc(F)cc12 (stereo unspecified)
(2) CCOC(=O)COc1cc(C)c(Cl)cc1C(=O)c1ccn2nc(-c3ccc(OC)cc3)cc2n1
(3) O=C(CCCn1c(=O)[nH]c2ccsc2c1=O)N1CCN(c2ccc(Cl)cc2)CC1
(4) Cc1cc(C)c2c(n1)SCC(=O)N2CC(=O)Nc1ccccc1C
(5) CN(C)S(=O)(=O)c1ccc(C(=O)NCCSc2c(-c3ccc(Cl)cc3)[nH]c3ccccc23)cc1
(6) O=S(=O)(c1ccccc1)c1nnn2c1nc(NC1CCCCCC1)c1sccc12
(7) Cc1ccccc1CNCCSc1nnnn1-c1ccccc1
(8) Cc1cccc(-n2c(-c3ccco3)nc3c(cnn3-c3ccccc3C)c2=O)c1

Compound	1	2	3	4	5	6	7	8
TRb SRC2 PPI	-15%	2%	-2%	4%	-1%	1%	2%	4%
TexasRed fluor	6%	-2%	-1%	-2%	-1%	-2%	0%	-1%
GAA glycogen	-6%[76.3 µM]	0%[76.3 µM]	3%[76.3 µM]	17%[76.3 µM]	9%[76.3 µM]	14%[76.3 µM]	-9%[76.3 µM]	-7%[76.3 µM]

(9) CCCC(C(=O)NCc1cccc(Cl)c1)N1Cc2ccccc2C1=O (stereo unspecified)
(10) Cc1cccc(C)c1Nc1c(-c2ccccn2)nc2ccc(Cl)cn12

Compound	9	10
TRb SRC2 PPI	6%	4%
TexasRed fluor	-11%	1%
GAA glycogen	8%[76.3 µM]	u

Remaining list, next part.
no.	smiles	TRb SRC2 PPI	TexasRed fluor	GAA glycogen
21	Cc1ccc(-c2cn3ccc(C)cc3n2)cc1	-1%	2%	13%[76.3 µM]
22	COC(=O)c1ccc(NC(=O)n2ncc3c(C)cccc32)cc1	-13%	-1%	14%[76.3 µM]
23	CCOc1ccc(C(CC(=O)O)N2Cc3ccccc3C2=O)cc1OC (stereo unspecified)	1%	2%	15%[76.3 µM]
24	CCN1CCN(CCCNC(=O)Cn2nc(C)n3c(cc4c(OC)cccc43)c2=O)CC1	5%	2%	16%[76.3 µM]
25	CCc1ccccc1NC(=O)CCc1c(C)nc2cc(-c3ccccc3)nn2c1C	-5%	1%	u
26	Cc1cccc(N2CCN(C(=O)CCn3c(=O)c4cccn4c4cccnc43)CC2C)c1 (stereo unspecified)	5%	1%	u
27	Cc1cccc(N(C)S(=O)(=O)c2nnc(NC(=O)C(C)(C)C)s2)c1	-1%	4%	0%[76.3 µM]
28	COc1ccc2oc(=O)c(-c3csc(/C(C#N)=C/c4ccc(F)cc4)n3)cc2c1	-5%	2%	-8%[76.3 µM]
29	CCOc1ccc(OCC)c(NC(=O)CN(c2ccc(C)cc2)S(=O)(=O)c2c(C)n[nH]c2C)c1	-4%	1%	6%[76.3 µM]
30	CCSc1ncc(Cl)c(C(=O)Nc2sc3c(c2C(=O)NCCCOC)CCCC3)n1	-15%	9%	-4%[76.3 µM]
31	CCOC(=O)Cn1c(=O)oc2cc(S(=O)(=O)Nc3ccccc3F)ccc21	6%	-3%	14%[76.3 µM]
32	Cc1ccc(C)c(NC(=O)Cn2c(-c3nonc3N)nc3ccccc32)c1	4%	-1%	18%[76.3 µM]
33	Cc1cc(C)n2c(Nc3ccccc3)c(-c3ccccc3)nc2n1	4%	-1%	u
34	Cc1nc2nc(C)c(NS(=O)(=O)c3ccc(F)cc3)c(=O)n2[nH]1	-3%	0%	-23%[76.3 µM]
35	CN(Cc1ccccc1)S(=O)(=O)c1ccc(NC(=O)c2cc(=O)c3ccccc3o2)cc1	5%	8%	-9%[76.3 µM]
36	N#C/C(=C\c1ccc(Cl)cc1)c1nc(-c2cc3ccccc3oc2=O)cs1	-1%	3%	-14%[76.3 µM]
37	Cc1c(NC(=O)c2ccc(Cl)cc2)cc(C(C)C)c(O)c1S(=O)(=O)c1ccccc1	1%	-15%	-7%[76.3 µM]
38	O=C(NCc1ccc(Cl)cc1)C(=O)Nc1ccc(Br)cc1	-5%	-28%	14%[76.3 µM]
39	Cc1ccc2c(c1)N(C(=O)CCC(=O)Nc1ccc(F)cc1F)CC(C)O2 (stereo unspecified)	-3%	-2%	15%[76.3 µM]
40	Cc1c(C(=O)Nc2ccccc2)sc2nc(-c3cc4ccccc4oc3=O)[nH]c(=O)c12	-2%	282µM*[quencher]	-2%[76.3 µM]

(cont.)
no.	smiles	TRb SRC2 PPI	TexasRed fluor	GAA glycogen
41	O=C(Cn1ncc2c3ccccc3n(Cc3ccc(F)cc3)c2c1=O)NCc1ccccn1	1%	-2%	-6%[76.3 µM]
42	CCNC(=O)c1ccc(CSc2nc3cccnc3n2Cc2ccc(OC)cc2)cc1	-3%	u	4%[76.3 µM]
43	CCc1cc2c(cc3c(=O)n(CC(=O)NCCOC)nc(CC)n32)s1	4%	7%	10%[76.3 µM]
44	CCc1ccccc1NC(=O)c1cc2sc(Cl)cc2n1CC	2%	-9%	-14%[76.3 µM]
45	COc1cc2ccccc2cc1C(=O)Nc1ccc2oc(-c3ccc(F)cc3Cl)nc2c1	-18%	-16%	9%[76.3 µM]
46	CCCCN(CCCC)C(=O)C1CCN(S(=O)(=O)c2cccc3nsnc23)CC1	-5%	-6%	-25%[76.3 µM]
47	Cc1ccc(OCC(=O)Nc2ccc3nc(SCc4ccccc4)sc3c2)cc1	-3%	-51%	-7%[76.3 µM]
48	Cc1ccc(-n2c(=O)c3ccc(C(=O)NCc4ccccc4Cl)cc3n(CC(=O)Nc3cccc(Cl)c3)c2=O)cc1	2%	0%	-8%[76.3 µM]
49	Cc1ccc(Cl)cc1NC(=O)c1sc2nc(C)c(C)c(C)c2c1N	0%	0%	-6%[76.3 µM]
50	CCC(=O)N1CCc2cc(S(=O)(=O)CCC(=O)N3CCN(c4ccccc4F)CC3)ccc21	-7%	-1%	-2%[76.3 µM]
51	COc1ccc(Cc2c(C)nn(-c3nc(C)c(C(=O)Nc4ccc(C)cc4C)s3)c2C)cc1	-6%	-21%	5%[76.3 µM]
52	Cc1ccc(Cn2c(=O)n(Cc3ccccc3Cl)c(=O)c3ccccc32)cc1	-5%	-1%	10%[76.3 µM]
53	Cc1cccc(N(Cc2cc3ccccc3[nH]c2=O)C(=O)c2cccc(Cl)c2)c1	-2%	-23%	6%[76.3 µM]
54	CCOC(=O)c1cc2c(=O)n3ccccc3nc2n(CCCOC)c1=NC(=O)c1cc2ccccc2o1	-2%	0%	6%[76.3 µM]
55	Cc1nc2ncnn2c(C)c1CCC(=O)NCc1ccccc1Cl	2%	-5%	22%[76.3 µM]
56	Cc1ccc(Cl)cc1NC(=O)N1CCC(CN2CCc3ccccc3C2)CC1	-3%	u	12%[76.3 µM]
57	COc1ccc(CCNC(=O)c2ccc3c(c2)N(Cc2ccc(F)cc2)C(=O)c2ccccc2S3(=O)=O)cc1OC	1%	2%	-11%[76.3 µM]
58	COc1ccc(-c2nc(Cn3c(SCc4ccc(C)cc4)nc4cccnc43)c(C)o2)cc1OC	3%	5%	-18%[76.3 µM]
59	CCc1ccc(-n2c(=O)c3c4c(sc3n(CC(=O)NCCCOC)c2=O)CCCC4)cc1	3%	5%	8%[76.3 µM]
60	O=C(Cn1ncc2c([nH]c3ccccc32)c1=O)NCCCN1CCN(c2ccccc2)CC1	10%	6%	3%&13%[76.3 µM]

The listing continues:
no.	smiles	TRb SRC2 PPI	TexasRed fluor	GAA glycogen
61	COc1ccccc1C(=O)N1CCCCC1CCN1CCOCC1 (stereo unspecified)	-3%	1%	-2%[76.3 µM]
62	COC(=O)c1cc2oc3ccccc3c2n1CC(=O)Nc1ccc(C)c(F)c1	0%	1%	18%[76.3 µM]
63	Cc1ccc(-c2nc(CS(=O)CC(=O)NCCc3ccc(Cl)cc3)c(C)o2)cc1 (stereo unspecified)	-1%	-3%	-2%[76.3 µM]
64	COc1ccc(Br)cc1CNC(=O)c1cc2c(=O)n(C)c3ccccc3c2s1	-10%	0%	15%[76.3 µM]
65	Cc1ccc2cccc(NC(=O)c3ccc(-c4cccc(Cl)c4Cl)o3)c2n1	3%	-14%	11%[76.3 µM]
66	CCn1cc(C(=O)OCC(=O)Nc2cc(OC)cc(OC)c2)c(=O)c2ccc(C)nc21	0%	2%	13%[76.3 µM]
67	O=C(c1ccccc1Cl)N1CCCCC1CCN1CCOCC1 (stereo unspecified)	-8%	0%	-1%[76.3 µM]
68	Cc1ccc(C)c(Cn2c(=O)n(CCCCCC(=O)NCc3ccc4c(c3)OCO4)c(=O)c3sccc32)c1	5%	-8%	0%[76.3 µM]
69	CCc1nnc(SCc2ccc(F)cc2Cl)c2cc3sc(C)cc3n12	1%	-1%	-2%[76.3 µM]
70	CC(Oc1ccc(F)cc1)C(=O)NCC1(N(C)C)CCCCC1 (stereo unspecified)	-1%	-11%	5%[76.3 µM]
71	CCOC(=O)c1ccc(NC(=O)CSc2ccc(-c3ccccn3)nn2)cc1	-8%	0%	-1%&8%[76.3 µM]
72	COc1ccccc1/C=C/c1nc(C#N)c(NC(C)c2ccccc2)o1 (stereo unspecified)	-1%	-5%	u
73	CCOC(=O)C(CC)n1nnc2sc(-c3ccccc3)cc2c1=O (stereo unspecified)	0%	1%	10%[76.3 µM]
74	Cc1cccc(N2C(=O)C(CC(=O)Nc3ccccc3)N(C3CCCCC3)C2=O)c1 (stereo unspecified)	4%	-1%	-23%[76.3 µM]
75	Cc1cccc(N2CCN(c3c4c(nc5nncn35)CCC4)CC2)c1C	3%	-1%	-9%[76.3 µM]
76	Cc1ccc(NC(=O)CCCN2C(=O)COc3ccc(C)cc32)c(Cl)c1	2%	0%	15%[76.3 µM]
77	CC1CCN(c2nc3ccc(C(=O)NC(C)C)cc3s2)CC1	12%	-3%	-4%[76.3 µM]
78	CCCCCn1cc2c(c1-c1ccc(Cl)cc1)c(=O)n(C)c(=O)n2C	-6%	-14%	-20%[76.3 µM]

Some of the compounds tested (hit frequency here may not be typical).
